Compound activity from PubChem BioAssay.
sdo1 growth: compounds rescuing growth of sdo1-depleted yeast, bone marrow failure model | AID 817 | 140,000 compounds, 0.21% hits | z-score at 10 µM | S. cerevisiae sdo1-depleted JHY4D growth rescue, OD600 30 h; stronger effect = higher value; pdr5 snq2 efflux-pump mutant strain;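 active = z-score above 3 at both the 24 hr and the 30 hr optical density reads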;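 also: z-score against mean and SD of all compound wells on the same plate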
Insulin prom inh: TRM-6 insulin promoter activity inhibition; TRM-6 cells (human fetal islet line), insulin promoter-eGFP reporter, imaging; reporter expression induced with tamoxifen; inhibition, % at 2 µM; AID 1273; 130,000 compounds, 0.9% hits;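 active = inhibition above the mean plus 3 SD, with well images judged a real hit on visual review, cut at about 60% in these data, passing the limit was not always enough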
sdo1 growth Rescue 24 h: also measured in sdo1 growth; calls as there; z-score; S. cerevisiae sdo1-depleted JHY4D growth rescue, OD600; measured here: growth rescue at 24 h;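 0 is the plate mean of compound wells and units are plate SD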
* = called active by the depositor; · = no result given; [ ] = remark or other dose. Only part of the results is shown; the hit share may differ from the screen's.

sdo1 growth	sdo1 growth Rescue 24 h	Insulin prom inh	SMILES
0.58	1.84	2.3	COc1ccc2c(c1)c(C(O)CN1CCC(Cc3ccccc3)CC1)c(C)n2C (stereo not given)
0.07	-1.22	-88.0	O=C(Nc1ccccc1OC(F)F)c1ccccc1
-0.83	-0.8	-20.0	CCOC(=O)c1cccc(NC(=O)CSc2nnc(C3CCCCC3)n2CC)c1
0.61	0.28	17.4	CN1C(=O)C2(C(C#N)=C(N)N(c3ccc(Cl)cc3)C3=C2C(=O)CC(C)(C)C3)c2ccccc21 (stereo not given)
·	·	8.3	Cc1cc([N+](=O)[O-])c2c(c1C)C1C=CCC1C(c1ccccn1)N2 (stereo not given)
·	·	-33.3	COc1cccc(COc2ncnc3sccc23)c1
-0.65	-1.05	-11.6	Cc1ccc(S(=O)(=O)N2CCN(C3CC(=O)N(CCc4ccccc4)C3=O)CC2)cc1C (stereo not given)
-1.94	-0.66	·	Cc1ccc(-c2[nH]nc(N)c2N=Nc2ccccc2C)cc1
1.03	1.12	-72.1	O=C(CN1C(=O)c2ccccc2C1=O)Nc1ccc2c(c1)OCO2
·	·	38.9	COc1ccc(C(=O)NCC(=O)N/N=C/C=C/c2ccccc2)cc1OC
0.87	0.78	1.3	O=C(CNC(=O)c1ccc(N2C(=O)c3ccccc3C2=O)cc1)OCC(=O)c1ccccc1
0.72	0.06	17.1	O=C(Cn1ccc2ccccc2c1=O)NCCC(=O)NC1CCN(Cc2ccccc2)CC1
-0.08	0.63	-65.1	Cc1cccc(OCCC(=O)Nc2ccc(C)c(S(=O)(=O)N3CCCCC3)c2)c1
-0.35	1	·	Cc1ccc(CN2C(=O)N/C(=C\c3ccc(N4CCOCC4)cc3)C2=O)cc1
0.72	0.57	9.1	CCC1CCCN1Cn1cnc2c([nH]c3ccc(OC)cc32)c1=O (stereo not given)

3 entries picked at random from those above:
sdo1 growth	sdo1 growth Rescue 24 h	Insulin prom inh	SMILES
0.72	0.06	17.1	O=C(Cn1ccc2ccccc2c1=O)NCCC(=O)NC1CCN(Cc2ccccc2)CC1
-0.83	-0.8	-20.0	CCOC(=O)c1cccc(NC(=O)CSc2nnc(C3CCCCC3)n2CC)c1
0.72	0.57	9.1	CCC1CCCN1Cn1cnc2c([nH]c3ccc(OC)cc32)c1=O (stereo not given)

(list continues)
sdo1 growth	sdo1 growth Rescue 24 h	Insulin prom inh	SMILES
1.93	1.43	5.4	Cc1cc(=O)oc2cc(OCC(=O)Nc3cccc(S(=O)(=O)N(C)C)c3)ccc12
0.14	-0.67	0.0	Cc1c(NC(=O)c2cc(-c3ccco3)on2)c(=O)n(-c2ccccc2)n1C
-0.62	-0.15	·	CCC(CC)COC(=O)C(C#N)c1nc2ccccc2nc1N1CCOCC1 (stereo not given)
·	·	27.8	Cc1nnn(C23CC4CC(CC(CC(=O)Nc5cccc(F)c5)(C4)C2)C3)n1
-0.32	-0.12	-10.7	Cc1ccc2nc(N(CCN(C)C)C(=O)/C=C/c3cccs3)sc2c1
0.63	0.1	-17.2	CCCC(=O)Oc1ccc2c(C)cc(=O)oc2c1
1.95	0.86	31.2	O=C(CCCCCCCCC(=O)N/N=C/c1ccco1)N/N=C/c1ccco1
-0.99	0.59	·	CCOc1ccc(/C=C/C(=O)Nc2ccc(N3CCOCC3)cc2)cc1
-0.34	-1.04	-34.5	CCN(C(=O)c1cc2cccc(OC)c2oc1=O)c1ccccc1
-2.47	-1.85	-100.0	Cc1ccccc1OCCCCc1c(C)n[nH]c1C
0.49	0.09	·	O=C(CCC(=O)Nc1ccccc1)NNC(=O)c1cccs1
0.51	-0.01	3.5	CN1CCN(c2nc(-c3ccncc3)nc3ccccc23)CC1
·	·	28.6	CCOC(=O)N1CCN(C(=O)/C=C/c2c(C)nn(-c3ccc(F)cc3)c2Cl)CC1
0.4	-0.46	33.3	N=C1C(c2nc(-c3ccc(F)cc3)cs2)=C(O)CN1CCCN1CCOCC1
0.03	0	-96.5	CCOC(=O)c1cccc(NC(=O)CCn2nnc3ccccc32)c1
0.08	-0.17	43.2	COc1ccccc1N1CCN(C(=O)c2ccc3nc(-c4ccco4)c(-c4ccco4)nc3c2)CC1
·	·	6.7	CCC(=O)N1CCN(c2ccc(Cl)cc2NC(=O)c2ccc(Br)o2)CC1
·	·	29.4	Cc1onc(-c2ccccc2Cl)c1C(=O)NC(=S)NCc1cccnc1
-2.03	-1.37	-13.3	N/C(=N\OC(=O)c1ccc(Cl)cc1Cl)c1ccc(Cl)cc1
·	·	5.9	O=C(O)CS(=O)(=O)CC(=O)NCc1cccc(C(F)(F)F)c1
1.16	0.82	-50.0	CCCCNC(=O)CN(c1ccc(Cl)c(Cl)c1)S(C)(=O)=O
-0.39	-0.13	-10.8	Cc1nn2c(NCC(C)C)c3c(nc2c1-c1ccccc1)CCC3
-0.58	-0.42	-22.6	Cc1cc(C)n(-c2cc(N3CCN(S(=O)(=O)c4ccc5ccccc5c4)CC3)ccc2[N+](=O)[O-])n1
-0.19	-1.46	42.5	COCc1nnc(NC(=O)CCCCCN2C(=O)c3ccccc3C2=O)s1
0.16	0.3	-52.4	O=C(O)C1C2CCC(O2)C1C(=O)Nc1cccc(F)c1 (stereo not given)
-0.33	-0.84	20.0	O=C(NC1CCCC1)C1C2C=CC(C2)C1C(=O)N1CCOCC1 (stereo not given)
0.44	0.42	·	CCN(CC)S(=O)(=O)c1ccc2c(c1)c(=O)c(C(=O)NCCN(C)CCc1ccccc1)cn2C
-0.12	-0.21	·	CC(C)C(NCc1c(Cl)cccc1Cl)C(=O)O (stereo not given)
-1.33	-0.66	-378.6	CCCSc1nnc2n(-c3ccccc3OC)c(=O)c3c4c(sc3n12)CCC4
·	·	2.4	Cc1nn(-c2ccccc2)c(Cl)c1C(=O)NC1CCCCC1

The closing 2 entries of the part before open the next one.
sdo1 growth	sdo1 growth Rescue 24 h	Insulin prom inh	SMILES
-1.33	-0.66	-378.6	CCCSc1nnc2n(-c3ccccc3OC)c(=O)c3c4c(sc3n12)CCC4
·	·	2.4	Cc1nn(-c2ccccc2)c(Cl)c1C(=O)NC1CCCCC1
-1.02	-2.24	·	Cc1sc(=NC(=O)c2ccco2)n(C)c1-c1ccc(Cl)cc1
0.36	0.56	52.2	CCCCn1c(Oc2ccc(C(=O)OC)cc2)nc2c1c(=O)n(C)c(=O)n2C
-1.01	-1.36	-182.8	Cc1ccc(OCC(=O)N2CCCc3ccccc32)cc1
0.44	0.03	·	COc1cccc2c(=O)n(CC(=O)Nc3ccccc3)ccc12
0.03	1.52	-100.0	Cc1c(C(=O)Nc2cccc3cccnc23)oc2ccccc12
-0.63	-0.81	16.2	Cc1cc(OCCCC(=O)NC2=NCCS2)ccc1Cl
0.37	0.23	1.2	COC(=O)CSc1nsc(SCC(=O)OC)c1C#N
-0.97	-0.86	16.7	COc1cc([N+](=O)[O-])ccc1NC(=O)CCCOc1cccc(C)c1C
-1.14	-0.52	-19.2	O=C(CCCCCn1c(=S)[nH]c2cc3c(cc2c1=O)OCO3)N1CCN(C(=O)c2ccco2)CC1
·	·	10.0	CC1CN(S(=O)(=O)c2ccc(C(=O)Nc3nnc(-c4ccccn4)o3)cc2)CC(C)O1 (stereo not given)
-0.84	-1.41	·	CCOC(=O)C1=C(C)N(C)C(C)=C(C(=O)OCC)C1c1ccccn1
·	·	-77.8	Cc1nn(-c2ccccc2)c2nc(-c3ccccc3)cc(C(=O)N3CCOCC3)c12
-0.27	-0.56	40.9	O=C(Nc1ccc2ccccc2c1)[C@@H]1C[C@H]1[C@@H](NP(=O)(c1ccccc1)c1ccccc1)c1ccccc1
1.51	1.94	-16.7	O=[n+]1cc(-c2ccccc2)n([O-])c2c1CCCCC2
0.12	-0.07	-63.6	O=C(CCn1cccc1)NCc1ccc2c(c1)OCO2
-0.12	-0.13	12.1	Cc1cccc(N(CC(=O)NCc2ccco2)C(=O)CCC(=O)Nc2ccccn2)c1
-1.86	-1.27	-25.0	CCCCCCCCCCSc1n[nH]c(N)n1
1.52	1.82	25.0	CCN(CC)C(=O)CSc1ccccc1N
1.11	0.48	·	COc1cc2nc(NCCCN3CCN(C)CC3)n3nc(-c4ccccc4)nc3c2cc1OC
0.63	-0.02	50.0	CCOc1ccc(OCC(=O)Nc2ccc(S(=O)(=O)Nc3cc(C)nc(C)n3)cc2)cc1
0.43	0.33	17.9	Cc1noc(C)c1C(=O)NCCc1ccc(Cl)cc1
-0.29	-0.7	25.9	COc1cc(OC)c(NC(=S)Nc2cccc(C)c2)cc1Cl
1.61	0.45	23.3	Cc1ccc(NC(=S)Nc2ccc3cn[nH]c3c2)cc1
·	·	-42.9	COc1ccccc1N1CCN(c2ccc(N3C(=O)CCC3=O)cc2[N+](=O)[O-])CC1
0.66	2.32	20.0	CC1=C(C(=O)Nc2ccccc2)C(c2ccc(O)cc2)N2C(=O)CSC2=N1 (stereo not given)
-0.14	-0.69	·	COC(=O)c1c(CCl)noc1C(=O)NC(C)C
0.37	0.01	0.0	COc1ccc(Cc2nnc(-c3cccc(C)c3)o2)cc1OC
1.08	0.91	-16.7	O=c1[nH]c(NC2CCCCC2)c([N+](=O)[O-])c(=O)[nH]1
-1.34	-1.03	·	COc1ccc(NC(=O)CN2CCN(CC(=O)Nc3ccccc3Cl)CC2)c(OC)c1
-1.03	-1.12	·	Cc1ccc(CNC(=O)c2ccccc2SCC(=O)NCC2CCCCC2)cc1
1.98	3.33	·	Cc1ccc(N(C(C)C(=O)O)S(=O)(=O)c2c(C)n[nH]c2C)cc1 (stereo not given)
-0.94	-0.04	-20.0	CCc1nnc(NC(=O)CSc2nnc(-c3ccccc3O)n2-c2ccc(C)cc2)s1
-0.82	-0.32	16.7	O=C(CCCCl)Oc1ccc2cc(-c3ccc4ccccc4n3)c(=O)oc2c1
0.31	-0.01	-51.4	CN(CCc1ccccn1)C(=O)CN(C)S(=O)(=O)c1ccc2c(c1)c(=O)n(C)c(=O)n2C
1.12	1.75	-82.8	CC(C)[C@H](NC(=O)OC(C)(C)C)c1nnc(SCc2cccc(F)c2)o1
-1.18	-0.29	·	Cc1c(C(=O)Nc2ccc(Cl)cc2)c2ccccn2c1C(=O)c1ccccc1
0.58	0.13	·	CCn1cc(/C=N\NC(=O)c2c[nH]c3ccccc23)c(C)n1
-0.05	0.56	·	Cc1cc(S(=O)(=O)NCCc2ccccc2)c(C)s1
·	·	21.4	CCCC(=O)NC(c1ccccc1OC)c1ccc2cccnc2c1O (stereo not given)
-0.19[8.4 µM]	0.88	66.7	CCn1c(=O)c2ccccc2n2c(SCC(=O)N3CCCc4ccccc43)nnc12
1.89	2.39	·	O=C1CCc2cc(S(=O)(=O)N3CCC(C(=O)NCc4ccccn4)CC3)ccc2N1
0.04	-0.42	-24.1	Cn1c(SCC(=O)NCc2ccc3c(c2)OCO3)nnc1-c1c[nH]c2ccccc12
-1.25	-0.33	12.5	O=C(NCc1ccccc1Cl)c1csc2c1CCCCC2
-0.19	-0.07	20.0	CC1(C)CC(=O)C2=C(C1)OC1=C(C2)C(=O)CC(C)(C)C1
-1.34	-1.07	14.8	Cc1ccc(C(=O)OCCN2CCN(c3ncc(C(F)(F)F)cc3Cl)CC2)cc1
-0.87	-0.25	·	CC(C)N1C/C(=C/c2ccsc2)C(=O)/C(=C/c2ccsc2)C1
5.96*	6.11*	11.1	CCOC(=O)[C@@H]1C(c2c(OC)cc(OC)cc2OC)=NO[C@@H]1C(=O)OCC
0.12	-0.68	·	CCN(C(=O)C1CCN(S(=O)(=O)c2ccc3c(c2)oc(=O)n3C)CC1)c1cccc(C)c1
1.1	1.25	40.6	Clc1ccc(SCCn2ccnc2)cc1
0.12	0.14	-17.8	O=C(CN1C(=O)COc2ccc(Cl)cc21)N1CCc2ccccc21
-0.92	-0.97	-68.2	CCOC(=O)C(CC)Sc1nc2c(c(=O)[nH]c(=O)n2C)n1C/C=C(/C)Cl (stereo not given)
·	·	0.0	Cn1c(N)c(C(=O)COC(=O)CCCc2nc3ccccc3s2)c(=O)n(C)c1=O
0.53	0.33	·	CCOC(=O)c1[nH]c(C)c(C(=O)N2CCN(c3ccccc3)CC2)c1C
0.51	0.75	-41.9	CCN=C1S/C(=C\c2ccc(OCC)c(OC)c2)C(=O)N1CC
·	·	-58.8	CCCCC(C(=O)OCC)C(N)Cc1ccc(F)cc1 (stereo not given)
0.89	0.8	0.0	COc1cccc(/C=N/NC(=O)C(C)n2nnc3ccccc32)c1 (stereo not given)
1.82	1.33	-92.9	CCC/S(C)=N/S(=O)(=O)c1ccc(C)cc1 (stereo not given)
0.79	-0.12	-6.2	COc1cc(OC)c2cc[nH]c2c1
·	·	14.3	Cc1cnc(C)c(N2CCN(Cc3nc(-c4cccc(F)c4F)oc3C)CC2)n1
0.7	0.5	66.7	CCOC(=O)c1[nH]c(C)c(C(=O)N2CCN(c3ccc(F)cc3)CC2)c1C
0.64	0.4	·	Cc1cccc(-c2nc3ccccc3c(=O)n2NC(=S)N(C)C)c1
0.32	-0.14	-35.1	CC(Sc1nnc2ccccn12)C(=O)Nc1ncc(Cl)cc1Cl (stereo not given)
-0.2	-0.66	14.8	CC(=O)c1cccc(NC(=O)c2ccc(Br)o2)c1

4 of the compounds above, tab-delimited.
compound	sdo1 growth	sdo1 growth Rescue 24 h	Insulin prom inh
Cn1c(N)c(C(=O)COC(=O)CCCc2nc3ccccc3s2)c(=O)n(C)c1=O	·	·	0.0
CC(=O)c1cccc(NC(=O)c2ccc(Br)o2)c1	-0.2	-0.66	14.8
CC(C)N1C/C(=C/c2ccsc2)C(=O)/C(=C/c2ccsc2)C1	-0.87	-0.25	·
CCN(C(=O)C1CCN(S(=O)(=O)c2ccc3c(c2)oc(=O)n3C)CC1)c1cccc(C)c1	0.12	-0.68	·
